Compound activity: PubChem BioAssay, National Center for Advancing Translational Sciences (NCATS)
Shiga inhibitor: inhibitors of Shiga toxin in Vero cells; 290,000 tested, 9.2% active; Vero cells, Shiga toxin protein synthesis inhibition reporter; inhibition, % at 38.7 µM; in the data active = inhibition mostly above about 28%, no sharp cut-off; inactive = mostly below about 43%; note: 0% is about no effect
Pf growth 96h: P. falciparum growth inhibition at 96 hour, primary screen for plastid delayed-death inhibitors. P. falciparum luciferase reporter growth, 96 h. Potency, µM (doses to about 28.7 µM), for inactives: top-dose activity change, negative = inhibition, hits mostly inhibitors. 320,000 tested, 6.9% active. AID 504834; note: potency is the fitted concentration of half-maximal effect; % is set by controls: 0 for no effect and ±100 for the full control effect
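Infected RBCs, 2% Hct / 0.05% parasitemia final; luciferase-reporter P. falciparum; cpd 96 h, 37 C, 5% CO2; luciferase detection reagent; luminescence.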
Giardia FBPA inh: inhibitors of Giardia lamblia fructose-1,6-bisphosphate aldolase; A8B2U2; purified Giardia FBPA; Potency, µM (top dose mostly 59.6 µM), for inactives: at the highest dose activity, negative = inhibition, hits mostly inhibitors; 290,000 tested, 0.71% active; note: potency is the fitted concentration of half-maximal effect; % is set by controls: 0 for no effect and ±100 for the full control effect; nearly all actives have a fitted effect of over 55% in size
Target sequence (A8B2U2 whole entry, looked up): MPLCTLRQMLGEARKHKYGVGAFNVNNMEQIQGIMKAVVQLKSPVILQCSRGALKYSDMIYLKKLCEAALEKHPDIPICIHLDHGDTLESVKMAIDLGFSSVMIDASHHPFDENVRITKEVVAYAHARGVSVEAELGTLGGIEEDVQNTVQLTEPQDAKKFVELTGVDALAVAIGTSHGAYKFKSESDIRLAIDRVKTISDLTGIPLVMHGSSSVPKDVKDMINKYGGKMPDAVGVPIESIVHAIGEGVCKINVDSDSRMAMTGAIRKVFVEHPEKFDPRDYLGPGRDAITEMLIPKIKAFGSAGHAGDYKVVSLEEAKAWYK
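Giardia FBPA (40 nM reagent) was preincubated 10 min at RT with compound (up to 57.5 uM final), then substrate plus GAPDH/TPI/NAD/arsenate coupling system with diaphorase/resazurin was added; resorufin fluorescence (525/598 nm) was read after 20 min.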
HCV inhibitor: inhibitors of hepatitis C virus infection; Huh7.5.1 HCVcc-Cre infection, luciferase reporter, 44 h; Potency, µM (series often up to 41.8 µM), inactives show at the top dose activity change, negative = inhibition, usual class: inhibitors; 340,000 tested, 3.4% active; AID 651820; note: potency is the fitted concentration of half-maximal effect; % is set by controls: 0 for no effect and ±100 for the full control effect
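Compounds are dispensed onto cells plated 4 h earlier at 1,000 per well, with HCVcc-Cre virus (about 0.5 moi) added next. Following 44 h of culture, luminescent signal is measured for 15 sec after 15 min with substrate at room temperature.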
Pf growth 48h: P. falciparum growth inhibition at 48 hours (one generation) | P. falciparum luciferase growth in erythrocytes, 48 h | 310,000 tested, 5.9% active | AID 504832 | Potency, µM (doses to about 28.7 µM), without a hit: at the highest dose activity change, negative = inhibition, hits mostly inhibitors; note: potency is the fitted concentration of half-maximal effect; % is set by controls: 0 for no effect and ±100 for the full control effect
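Growth was read as firefly luciferase luminescence after a 48 h, 37 C, 5% CO2 exposure of compounds to reporter-bearing P. falciparum cultures (0.1% parasitemia, 2% hematocrit final) in Albumax-supplemented RPMI 1640.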
CHX counter: counter-screen for Shiga toxin inhibitors: cycloheximide protein synthesis inhibition | AID 2314 | 300,000 tested, 12% active | max response, % | cell reporter, cycloheximide protein synthesis inhibition counterscreen; in the data active = max response mostly above about 13%, no sharp cut-off; inactive = mostly below about 14%; note: read at 38.3 µM for the half of the compounds with a filed dose; 0% is about no effect
The depositor's hits bear a star; ? = inconclusive; / = no result given; & = joins results of further samples; ! = not confirmed by another sample; [ ] = remark or other dose. Unless noted, calls come from the whole dose curve; as a rule, active = well fitted curve in the direction sought with a large enough effect; inconclusive = small, poorly fitted or top-dose-only effect, or another doubt; inactive = no such curve, though single readings can be large; an effect the other way counts as inactive or inconclusive.

SMILES	Shiga inhibitor	Pf growth 96h	Giardia FBPA inh	HCV inhibitor	Pf growth 48h	CHX counter
COc1ccc(N(CC(=O)NCCC(C)C)C(=O)c2snc(C(=O)NC3CCCCC3)c2N)c(OC)c1	-11	15%	-18%	?	?	3
N#Cc1ccc(Cn2cc(C(=O)c3ccco3)c3ccccc32)cc1	92*	9%	4%	?	-11%	22
COc1cc(/C=C/C(=O)NCCc2ccc(S(N)(=O)=O)cc2)ccc1OCC#N	2	12µM*	11%	-5%	?	1
CC(=O)c1sc(NC(=O)CS(=O)(=O)c2ccccc2)nc1C	/	50%[activator]	/	18%	30%[activator]	/
CCOc1ccc(CN2CCNC(=O)C2CC(=O)NCCN2CCOC2=O)cc1 (configuration not stated)	-26	22%	/	32%[activator]	10%	-1
Cc1ccc(C2(CC(=O)O)CCOC(C)(C)C2)cc1 (configuration not stated)	1	9.3µM*	-7%	-1%	-13%	-1
COc1ccc(NC(=S)NCCc2c[nH]c3ccccc23)c(OC)c1	4	?	-1%	-10%	?	-3
Cc1ccc(CNC(=O)C(=O)Nc2nccs2)cc1	16	6%	1%	4%	13%	-2
CCN(CC)CCOC(=O)c1ccc(NC(=O)CCNC(=O)Cn2ccc3ccccc3c2=O)cc1	-2	12µM*	0%	12%&18%	-2%	-2
CC(C)c1ccc(C2N3CCCN23)cc1 (configuration not stated)	25	10%	-1%	10%	22%	8
Cc1cccc(CCNS(=O)(=O)c2ccc3c(c2)NC(=O)CO3)c1	-6	?	/	13%	12%	-9
O=S(=O)(NCc1cccnc1)c1ccc(Cl)nc1	-13	69%[activator]	-6%	5%	-3%	-1
C=CCN1C(=O)C(CC(=O)Nc2ccccc2)SC1=Nc1ccc(S(N)(=O)=O)cc1 (configuration not stated)	-12	?	2%	-22%	?	13
COc1ccc(C(C)=O)cc1COC(=O)CCC(=O)N(CC(C)C)c1c(N)n(CC(C)C)c(=O)[nH]c1=O	/	?	/	-2%	?	/
COc1cc(C(=O)Nc2ccc(C(F)(F)F)cc2)ccc1OCC(=O)N1CCOCC1	/	27%	/	-16%	31%[activator]	/
Cc1ccc(NC(=O)CCC2CC(C)(C)OC2=O)cc1 (configuration not stated)	9	2%	0%	4µM*	23%	5
OCCN(Cc1ccccc1)Cc1cccc(C(F)(F)F)c1	-7	?	?	4%	15%	-4
CN(C)CCn1c(N)nc2ccccc21	-6	0%	0%	7%	30%	6
Clc1ccc2nc(-c3ccncc3)cc(-c3ccccc3)c2c1	2	?	14%	-11%	9%	-1
Cc1cc(C)nc(NC(=O)c2cc(Br)ccc2Cl)n1	-17	20%	0%	11%	?	-2

Overlap with the part before: three entries; new compounds follow.
SMILES	Shiga inhibitor	Pf growth 96h	Giardia FBPA inh	HCV inhibitor	Pf growth 48h	CHX counter
CN(C)CCn1c(N)nc2ccccc21	-6	0%	0%	7%	30%	6
Clc1ccc2nc(-c3ccncc3)cc(-c3ccccc3)c2c1	2	?	14%	-11%	9%	-1
Cc1cc(C)nc(NC(=O)c2cc(Br)ccc2Cl)n1	-17	20%	0%	11%	?	-2
S=C(NCc1ccc2c(c1)OCO2)NC1CC1	38	-1%	-3%	4%	10%	9
Cc1cc(C)nc(NS(=O)(=O)c2ccc(NC(=O)CCC3COc4ccccc4O3)cc2)n1 (configuration not stated)	6	0%	3%	14%&25%	-4%	1
CCCn1nc(C(=O)N2CCc3ccccc32)c2ccccc2c1=O	/	?	/	-9%	?	/
CC1=C(C(=O)OC(C)C)C(c2cn(-c3ccccc3)nc2-c2cccs2)NC(=O)N1 (configuration not stated)	-8	?	0%	-27%	?	-3
COc1ccc(N(C(C)=O)c2nc(C)cc(C)c2C#N)c(OC)c1	14	3%	4%	25%	-9%	-3
CCOC(=O)N1CCC(N2C(=O)c3ccccc3C2Nc2ccc3c(c2)OCCO3)CC1 (configuration not stated)	128*	39%[activator]	?	1%	/	161*
O=C(Cn1c(=O)oc2ccccc21)Nc1ccccc1Cl	/	?	-4%	9%	77%[activator]	1
CCCCNc1c(-c2cccc(-c3cc(C(C)=O)cs3)c2)nc2cc(C)ccn12	/	1%	/	?	?	/
COc1ccc(-c2cc(C)no2)cc1S(=O)(=O)NCCCN(C)Cc1ccccc1	-6	-5%	1%	?	?	17
Cc1cccnc1NC(=O)CSc1ccc2c(c1)OCCO2	/	41%[activator]	/	-2%	49%[activator]	/
CC(=O)c1ccc(N2CCN(C(=O)Nc3cccc(F)c3)CC2)cc1	18	-3%	1%	?	?	6
COc1cc(NC(=O)Cc2c(C(=O)O)[nH]c3ccccc23)cc(OC)c1OC	-6	36%[activator]	10%	22%	42%[activator]	-1
Cc1ccc(-n2c(SCC(=O)NCCN3C(=O)CSC3=O)nnc2-c2cccc(C)c2)cc1	-7	?	8%	10%	?	-5
COc1nc(N(c2ccccc2)c2ccccc2)nc(-n2ccnc2)n1	-16	?	?	?	12µM*	-4
Cc1cccc(NC(=O)CSc2nnnn2-c2ccc3c(c2)OCCO3)n1	-5	?	6%	-1%	?	-3
CCCCOc1ccc(/C=C/C(=O)OCC(=O)N2CC(=O)Nc3ccccc32)cc1OCC	5	?	-5%	7.9µM*	10µM*	10
CC(C)C(C(=O)Nc1ccc(S(=O)(=O)N2CCOCC2)cc1)N1C(=O)c2ccccc2C1=O (configuration not stated)	-19	/	-1%	5%	11%	-3
Cc1[nH]nc(-c2ccc(O)c(C)c2O)c1-c1cnn(-c2ccccc2)c1	-8	/	11%	4µM*	-12%	-4
CN(C)CCCNC(=S)N1CCn2c(nc3ccccc32)C1	-14	?	4%	6%	-11%	-4
CN1CCN(S(=O)(=O)c2ccc(NC(=O)Nc3cccc(Cl)c3)cc2)CC1	11	2%	-1%	7.9µM*!	2.9µM*	16*

5 entries out of the list, ordered by heavy-atom count, smallest number first:
SMILES	Shiga inhibitor	Pf growth 96h	Giardia FBPA inh	HCV inhibitor	Pf growth 48h	CHX counter
S=C(NCc1ccc2c(c1)OCO2)NC1CC1	38	-1%	-3%	4%	10%	9
O=C(Cn1c(=O)oc2ccccc21)Nc1ccccc1Cl	/	?	-4%	9%	77%[activator]	1
Cc1cccnc1NC(=O)CSc1ccc2c(c1)OCCO2	/	41%[activator]	/	-2%	49%[activator]	/
CN1CCN(S(=O)(=O)c2ccc(NC(=O)Nc3cccc(Cl)c3)cc2)CC1	11	2%	-1%	7.9µM*!	2.9µM*	16*
CC(C)C(C(=O)Nc1ccc(S(=O)(=O)N2CCOCC2)cc1)N1C(=O)c2ccccc2C1=O (configuration not stated)	-19	/	-1%	5%	11%	-3

The list goes on:
SMILES	Shiga inhibitor	Pf growth 96h	Giardia FBPA inh	HCV inhibitor	Pf growth 48h	CHX counter
CCOc1cc(-c2nc(C)c(C(C)=O)n2O)ccc1OCC(=O)Nc1ccccc1	49	?	3%	?	-6%	6
CC(C)c1ccc(NC2CCCN(C(=O)c3cccnc3)C2)cc1 (configuration not stated)	-12	-19%	/	-15%	-18%	-3
COc1cc(SC)ccc1C(=O)Nc1ccc(C)cc1	69*	?	-28%	?	-9%	36*
Nc1nonc1C(=O)NCCN=Cc1cc(Cc2ccccc2)cc(Br)c1O	15	46%[activator]	4%	-18%	13%	-6
S=c1[nH]nc(COc2ccccc2)n1/N=C/c1ccc(Cl)cc1Cl	-2	31%[activator]	28%	28%	20%	2
COc1ccc(N=C2CCS(=O)(=O)c3sccc32)cc1	72	30%	-25%	0%	39%[activator]	41*
Cc1occc1C(=O)N1CCN(C(=O)C2CCCO2)CC1 (configuration not stated)	-14	19%	1%	19%	8%	-2
COc1cccc(N2CCN(S(=O)(=O)c3cc4c(cc3Cl)NC(=O)CO4)CC2)c1	-2	?	-5%	-3%	23%	-4
O=C(O)c1cccc(S(=O)(=O)N2CCN(S(=O)(=O)c3ccc4ccccc4c3)CC2)c1	/	?	/	10%	?	/
CCOC(=O)c1ccc(NC(=O)COc2ccccc2CNCCO)cc1	-12	?	5%	-16%	?	5
CCn1c(=O)n(CC)c2cc(N)ccc21	-1	-17%	?	-28%	?	-4
O=C(COC(=O)c1n[nH]c2ccccc12)c1cccc(Br)c1	31	25%	/	-24%	10%	18*
O=C(Nc1ccc(N2CCCC2)cc1)C(Cl)c1ccccc1 (configuration not stated)	70*	67%[activator]	?	?	?	32*
Cc1cccc(C)c1OCC(=O)Nc1c(C)nn(C)c1C	-10	-10%	1%	11%	6%	-3
Oc1ccc(/C=N/Nc2nc(N3CCCC3)nc(N3CCCC3)n2)cc1O	-14	?	-23%	-16%	-11%	12
O=C(NC1=NCCS1)c1cc(-c2ccc(-c3ccccc3)cc2)nc2ccccc12	28	93%[activator]	4%	2%	75%[activator]	24*
CCCCn1c(O)c(C(C)=Nc2ccc(OCC)cc2)c(=O)[nH]c1=O	15	?	-11%	-27%	?	-2
CCC(=O)Nc1cccc(C2=NOC3(C2)C[C@@H](C(N)=O)N(C(=O)COc2ccc(Cl)cc2)C3)c1 (some centres not stated)	-7	24%	6%	?	?	-5
CC(C)c1ccc(/C=C/C(=O)Nc2nc3ccc([N+](=O)[O-])cc3s2)cc1	-16	2.3µM*	0%	16%	?	-1
NC(=O)C1(C(N)=O)OC1c1ccc(Cl)cc1Cl (configuration not stated)	-4	8%	3%	15%	10%	-3
NC(=O)CC(NC(=O)c1ccccc1)c1ccc(NCc2ccccc2)c([N+](=O)[O-])c1 (configuration not stated)	7	9.3µM*	0%	10µM*	?	9
Cc1ccc(C(=O)NC2CCCCNC2=O)cc1 (configuration not stated)	94*	33%[activator]	1%	28%	38%[activator]	29*
CC(C)CCNC(=S)Nc1ccccc1F	-3	?	1%	?	-1%	-3
Cc1cccc([C@@H]2[C@@H]3C(=O)N(Cc4ccccc4)C(=O)[C@@H]3[C@]3(CC(C)C)C(=O)N(c4cccc(Br)c4)C(=O)N23)c1	-1	?	2%	-1%	?	-2
CCCC1C(=O)Nc2ccccc2N1C(=O)c1ccc(C(C)(C)C)cc1 (configuration not stated)	17	9.3µM*	11%	?	?	2
COc1cccc(NC(=O)C(NCCC(C)C)c2ccccc2)c1 (configuration not stated)	-16	?	-2%	-20%	/	-1
CCCS(=O)(=O)N1CCc2ccc(NC(=O)C3CCCO3)cc2C1 (configuration not stated)	-1	-18%	-8%	14%	?	-3
Cc1ccc(OCC(=O)NNC(=O)CCC(=O)Nc2ccc(C)cc2C)cc1	35*	13%	7%	?	30%[activator]	-2
O=C(O)CCCNC(=O)Cc1ccccc1	-7	7%	0%	6%	25%	6
CCOC(=O)CN(Cc1ccccc1)S(=O)(=O)c1ccc(NC(C)=O)cc1	-4	/	5%	16%	23%	6
CC(C)C[C@H](NC(=O)c1cc2cc(Cl)ccc2n1C)C(=O)N1CCC(C(=O)O)CC1	9	3%	4%	20%	-18%	-3
N#Cc1nc(-c2ccc(OCc3ccccc3)cc2)oc1NCc1ccco1	4	-9%	-5%	?	-13%	-5
CC1=NNC(=O)C1CC(=O)N/N=C/C=C/c1ccccc1 (configuration not stated)	-4	46%[activator]	0%	5%	129%[activator]	0

By substructure: the entries above containing an aryl thioether with sulfur outside any ring
SMILES	Shiga inhibitor	Pf growth 96h	Giardia FBPA inh	HCV inhibitor	Pf growth 48h	CHX counter
Cc1cccnc1NC(=O)CSc1ccc2c(c1)OCCO2	/	41%[activator]	/	-2%	49%[activator]	/
Cc1ccc(-n2c(SCC(=O)NCCN3C(=O)CSC3=O)nnc2-c2cccc(C)c2)cc1	-7	?	8%	10%	?	-5
Cc1cccc(NC(=O)CSc2nnnn2-c2ccc3c(c2)OCCO3)n1	-5	?	6%	-1%	?	-3
COc1cc(SC)ccc1C(=O)Nc1ccc(C)cc1	69*	?	-28%	?	-9%	36*

Compounds as they come (roughly 24% active in at least one column).
